TSHR antagonist = blocks TSH signaling through the human TSH receptor. P16473. TSHR-expressing cells, TSH-stimulated cAMP HTRF, 2 h; stronger effect = lower value. activity change, negative = inhibition, % at 11.5 µM. 330,000 tested, 0.2% active. AID 504810;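 active means activity change below a set negative limit, meaning inhibition stronger than a set level, cut at about -70% in these data; inconclusive means activity change between two set negative limits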; further: on the % scale 0 is the no-effect control and ±100 the full control effect
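Inhibition of cAMP made by TSHR-expressing cells under TSH stimulation (4nM final, EC80; 2 h, 37 deg C) is quantified with a one-step lysis HTRF kit, anti-cAMP cryptate versus cAMP-d2.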
ASM inhibitor = blocks human secretory acid sphingomyelinase | AID 504937 | 340,000 tested, 0.006% active | placental ASM, HMU-PC fluorogenic substrate, 60 min | Potency, µM (doses to about 57.5 µM), for the others: at the top dose activity change, negative = inhibition, usual class: inhibitors | P17405; further: potency means the concentration at half of the fitted maximal effect
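Steps: dispense placental human ASM, pin compound, wait 10 min at room temperature, add HMU-PC0 substrate at 9 uM final, incubate 60 min at 37 °C, add stop solution raising pH to 10, read fluorescence.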
Eya2 inh = blocks the phosphatase activity of human Eya2; recombinant Eya2, OMFP fluorescence dephosphorylation (OMFP is methylfluorescein phosphate); 330,000 tested, 0.006% active; Potency, µM (series often up to 76.9 µM), for inactives: at the top dose activity, negative = inhibition, most hits filed as inhibitors; further: potency means the concentration at half of the fitted maximal effect; on the % scale 0 is the no-effect control and ±100 the full control effect
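Eya2 protein (added as 0.2 uM solution) was preincubated with compound for 10 min at ambient temperature in 50 mM HEPES pH 7.5, 50 mM NaCl, 5 uM MgCl2, 0.05% BSA, 1 mM DTT. OMFP (added at 50 uM) then reacted 10 min; fluorescence read at 485/525 nm.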
Tb PFK inh = blocks T. brucei phosphofructokinase | T. brucei PFK, ADP-Glo luminescence | Potency, µM (series often up to 57.5 µM), without a hit: at the top dose activity, negative = inhibition, usual class: inhibitors | O15648 | 330,000 tested, 0.17% active | AID 485367;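 further: potency means the concentration at half of the fitted maximal effect; 0% = uninhibited 1x PFK enzyme wells and -100% = no-enzyme wells; nearly all actives have a fitted effect of over 60% in size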
Target sequence (O15648 whole entry, looked up): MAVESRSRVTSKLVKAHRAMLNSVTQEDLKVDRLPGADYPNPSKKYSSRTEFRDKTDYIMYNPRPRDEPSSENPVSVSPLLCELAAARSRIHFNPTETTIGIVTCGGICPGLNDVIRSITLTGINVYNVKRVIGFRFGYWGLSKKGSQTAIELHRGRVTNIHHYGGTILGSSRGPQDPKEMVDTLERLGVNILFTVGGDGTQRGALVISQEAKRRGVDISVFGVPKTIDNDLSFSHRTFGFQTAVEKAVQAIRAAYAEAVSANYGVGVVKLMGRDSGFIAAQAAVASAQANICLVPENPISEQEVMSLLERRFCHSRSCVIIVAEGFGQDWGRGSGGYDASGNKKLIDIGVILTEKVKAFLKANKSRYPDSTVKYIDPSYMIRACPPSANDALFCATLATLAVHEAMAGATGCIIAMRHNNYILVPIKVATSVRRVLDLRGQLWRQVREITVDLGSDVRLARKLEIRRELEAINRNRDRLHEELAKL
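Luminescent ADP detection (ADP-Glo, two-step: ATP depletion then ADP-to-ATP conversion for luciferase) reported PFK activity after 45 min room-temperature reaction of 1.25 nM enzyme with 0.5 mM F6P and 0.1 mM ATP at pH 8.0.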
AT treatment = potential ataxia-telangiectasia treatment; […] A-T fibroblasts, KAP-1 phosphorylation AlphaLISA; neocarzinostatin DNA damage 30 min before lysis; AID 485349; Potency, µM (titrated, usually from 57.5 µM), inactives show at the top dose activation, actives largely listed as activators; 320,000 tested, 0.19% active; further: potency means the concentration at half of the fitted maximal effect; % of control where 0% means no effect; nearly all actives have a fitted effect of over 45% in size
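hTERT-immortalized A-T patient fibroblasts ([…]), 500 cells/well in OPTI-MEM, 1% FBS, got compounds for 60 min, then NCS for 30 min at 37C. Lysates were then assayed for phospho-KAP-1 by AlphaLISA (anti-pKAP1 donor, anti-KAP1 acceptor beads), 6 hr at 25C.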
Mito fusion yeast = inhibitors of mitochondrial division or activators of mitochondrial fusion; S. cerevisiae fusion-defective mutant growth rescue, CellTiterGlo 48 h; Potency, µM (doses to about 46.1 µM), for the others: at the top dose growth rescue (activation), most hits filed as activators; 320,000 tested, 0.23% active; AID 485298;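 further: potency means the concentration at half of the fitted maximal effect; % of control where 0% means no effect; nearly all actives have a fitted effect of over 45% in size; temperature-sensitive fusion mutants such as fzo1-1 at 37 °C on non-fermentable ethanol glycerol medium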
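Growth-rescue viability read-out: after 48 h at the non-permissive 37C in glycerol/ethanol YPEG, yeast mitochondrial fusion mutants are measured by CellTiterGlo luminescence; compounds (23 nl pinned per well) restoring growth score as division inhibitors or fusion activators.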
ELG1 DNA repair = inhibitors of ELG1-dependent DNA repair in HEK293T cells; HEK293T ELG1-luciferase reporter, luminescence, 16 h; DNA damage induced by 5-fluorouridine; Potency, µM (series often up to 46.1 µM), without a hit: top-dose activity change, negative = inhibition, hits mostly inhibitors; 330,000 tested, 2.3% active; AID 504467; further: potency means the concentration at half of the fitted maximal effect; on the % scale 0 is the no-effect control and ±100 the full control effect; nearly all actives have a fitted effect of over 55% in size
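In this reporter screen, reduction of luminescence relative to DMSO vehicle indicated activity. Compounds and 5-fluorouridine were added together to 2,000 cells per well, incubated for 16 hr at 37 °C, then developed with ONE-Glo.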
BCR signal inh = inhibitors of chronic active B-cell receptor signaling | AID 493014 | ABC-DLBCL IkBa-CBG/CBR reporter, luminescence ratio, 4 h | Potency, µM (series often up to 46.1 µM), inactives show at the highest dose ratio change, negative = lower green/red ratio, actives largely listed as inhibitors | 340,000 tested, 0.05% active; active means well fitted inhibition curve with a large enough effect in the signal ratio, with a control signal flat, not every such curve was filed as active; inconclusive means small, poorly fitted or top-dose-only effect, or effect the other way, or a change in a side signal; the % refers to the signal ratio;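 further: potency means the concentration at half of the fitted maximal effect; plate controls were basal doxycycline-induced cells for no effect and cells given 10 µM MG132 for full effect; MG132 reads +100%, hits lower the ratio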
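Concentration-response series (up to 46 uM) were applied to TMD8 dual-reporter cells for 4 h at 37C with doxycycline. Green/red ratio, after filter-overlap correction, defined %Activity; red signal alone was normalised to basal cells and zero luminescence.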
Integrin act MD = activates integrin-mediated alleviation for muscular dystrophy; alpha7betagal myoblasts, beta-gal FDG fluorescence, 48 h; Potency, µM (top dose mostly 38.3 µM), without a hit: top-dose activation, actives largely listed as activators; 350,000 tested, 0.064% active; AID 624291;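 further: potency means the concentration at half of the fitted maximal effect; 100% = response of the positive control SU9516; nearly all actives have a fitted effect of over 60% in size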
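Alpha7betagal+/- myoblasts (passage 13) were plated 16-24 hr, then exposed to compounds (1:260 dilution of DMSO stock) for 48 hours at 37C. After MPER lysis, β-galactosidase reporter activity was read as FDG fluorescence (ex 480/em 540) after 30 minutes.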
TCR act = T cell receptor activation; primary human leukocytes, anti-CD3, IL-2 HTRF, 48 h; 330,000 tested, under 10 active; Potency, µM (doses to about 9.22 µM), inactives show at the highest dose activation of IL-2 secretion, most hits filed as activators; further: % of control where 0% means no effect
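Primary human leukocytes incubated 48 hr with anti-CD3 beads plus compound, without co-stimulation. Secreted IL-2 measured by HTRF (europium cryptate/d2 anti-IL-2 pair, 320 nm excitation, 665 nm emission).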
TSG101-PTAP inh = blocks PTAP/TSG101 interaction to inhibit HIV-1 budding; 340,000 tested, under 10 active; AID 493005; Q99816; Potency, µM (highest dose often 115 µM), for the others: at the highest dose activity change, negative = inhibition, most hits filed as inhibitors; Fluorescence polarization, FITC-PTAP peptide / Tsg101 binding; active means well fitted inhibition curve with a large enough effect in the main read-out, with a control signal flat, not every such curve was filed as active; inconclusive means small, poorly fitted or top-dose-only effect, or effect the other way, or a change in a side signal; inactive means no such curve, though single readings can be large or run the other way; further: potency means the concentration at half of the fitted maximal effect; % of control where 0% means no effect
Target sequence (Q99816 whole entry, looked up): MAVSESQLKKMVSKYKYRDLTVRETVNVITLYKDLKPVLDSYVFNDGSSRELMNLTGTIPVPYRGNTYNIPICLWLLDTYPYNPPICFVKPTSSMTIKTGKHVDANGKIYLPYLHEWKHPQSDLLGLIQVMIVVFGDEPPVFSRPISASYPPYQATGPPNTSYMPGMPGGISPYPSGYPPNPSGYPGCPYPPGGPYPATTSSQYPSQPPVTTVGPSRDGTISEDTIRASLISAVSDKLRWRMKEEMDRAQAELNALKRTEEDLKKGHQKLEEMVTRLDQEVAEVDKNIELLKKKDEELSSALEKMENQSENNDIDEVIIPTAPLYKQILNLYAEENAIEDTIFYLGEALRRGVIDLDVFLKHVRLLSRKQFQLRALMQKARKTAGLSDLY
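FP read-out: FITC-PTAP peptide, 50 nM final, binding Tsg101 binding domain, 10 uM final; 20 min, r.t.; 10 mM HEPES pH 7.5, 0.15 M NaCl, 0.01% Tween 20, 3 mM EDTA, 0.1 mM TCEP.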
The depositor's hits bear a star; ? = inconclusive; · = no result given; [ ] = remark or other dose. Unless noted, the call rests on the fitted dose curve; in most records, active means well fitted curve in the direction sought with a large enough effect; inconclusive means small, poorly fitted or top-dose-only effect, or another doubt; inactive means no such curve, though single readings can be large; an effect the other way counts as inactive or inconclusive.

SMILES	TSHR antagonist	ASM inhibitor	Eya2 inh	Tb PFK inh	AT treatment	Mito fusion yeast	ELG1 DNA repair	BCR signal inh	Integrin act MD	TCR act	TSG101-PTAP inh
CCOc1ccc(OCC(=O)NCc2n[nH]c(=O)c3ccccc23)cc1	2	·	12%	-2%	1%	-5%	18%	?	27%	-3%	-2%
CC(=O)NC1C(=O)N(CCN2CCOCC2)c2ccc(Br)cc21 (configuration not stated)	-4	1%	25%	-24%	-2%	4%	2%	3%	0%	2%	-3%
CCC1CCCCN1C(=O)Cn1nc([N+](=O)[O-])c(Cl)c1C (configuration not stated)	10	4%	2%	-2%	-2%	-3%	-5%	?	39%	-2%	-5%
COCCn1c(SCC(=O)N2CCc3ccccc3C2)nc2cc(Cl)ccc2c1=O	-4	-8%	-6%	-7%	4%	23%	23µM*	?	-10%	-9%[46.1 µM]	-2%
CCN(c1ccc(NC(=O)c2cccc(S(=O)(=O)N3CCN(C)CC3)c2)cc1)C(C)C	15	-2%	-19%	4%	11%	-9%	1%	2%	-10%	9%	4%
Fc1ccc(-c2nc3ccccn3c2NCc2ccc3c(c2)OCO3)cc1	33	223%[activator]	-10%	0%	15%	?	-8%	9%	15%	-9%	-3%
Cc1cc(C(=O)CN2C(=O)C(=O)N(CC(C)C)C2=O)c(C)n1C1CC1	-16	0%	11%	-2%	-3%	9%	?	1%	15%	2%	-2%
CCN(CC)S(=O)(=O)c1ccc(C(=O)NCC(=O)NC2CC2)cc1	6	6%	-8%	-7%	-5%	-3%	21%	6%	8%	0%	-7%
Cc1ccc(NC(=O)COC(=O)c2ccc(-n3cccn3)cc2)cc1C	9	11%	3%	-1%	-4%	-1%	25%	?	-3%	4%	-13%
Cc1ccc(-c2c[nH]c(=S)n2-c2ccccc2F)cc1	-28	-7%	5%	-15%	3%	-8%	-8%	-21%	-44%	6%	0%
CCn1c(CNC(=O)c2ccc(OC)c(OC)c2)nnc1SCC(=O)c1ccc(OC)cc1	-6	1%	1%	-13%	-4%	4%	?	-10%	-6%	1%	-6%
COc1ccccc1CNC(=O)CN1c2cccc3cccc(c23)S1(=O)=O	7	29%	?	-9%	6%	9%	-9%	-16%	-7%	-7%	-6%
COC(=O)c1ccc(CNC(=O)Cn2cnc3c(NCc4ccccc4)ncnc32)cc1	40	-3%	2%	0%	4%	·	-10%	?	-12%	5%[46.1 µM]	-3%
COc1cccc(CNC(=O)COC(=O)c2c(C)nn(-c3ccccc3)c2Cl)c1	-15	2%	3%	-4%	14%	11%	23µM*	1%	-17%	5%	-5%
CCOc1ccc(NC(=O)CSc2nnc(Cn3cnc4ccccc43)n2C)cc1	21	-10%	-22%	-3%	0%	2%	3%	-12%	-4%	0%[46.1 µM]	0%
COc1cccc(NC(=O)Nc2cc(C(=O)NC(C)C)ccc2N2CC3CC(C2)c2cccc(=O)n2C3)c1 (configuration not stated)	-7	2%	-2%	0%	-2%	5%	-27%	-2%	12%	-29%	-3%
O=C(Nc1ccc(OC(=O)c2ccco2)cc1)c1ccco1	-10	3%	7%	-15%	2%	-1%	22%	23%	2%	-3%[46.1 µM]	-3%
CCOc1ccc(NC(=O)CSc2nc(N)c(-c3ccccc3)c(=O)[nH]2)cc1	12	3%	2%	-1%	1%	-3%	5%	?	-17%	-3%	-5%
COc1ccc(C(=O)NC(CCSC)C(=O)NC2CC2)cc1 (configuration not stated)	-3	4%	-4%	-1%	9%	-5%	1%	0%	17%	-1%	-1%
Nn1c(=O)[nH]c2ccccc2c1=O	16	-5%	2%	-1%	-1%	-9%	16%	4%	19%	-2%	0%
Cc1csc(SCC(=O)NC23CC4CC(CC(C4)C2)C3)n1	-6	1%	3%	-5%	7%	8%	13%	?	-11%	-2%	-7%
Cc1ccc(C)n1NC(=O)c1ccccc1[N+](=O)[O-]	8	-3%	7%	-9%	-8%	4%	2%	-2%	4%	2%	0%
Cc1cc(C(=O)COC(=O)c2nccnc2N)c(C)n1C	-5	80%[activator]	-2%	1%	-6%	-4%	?	1%	6%	-2%	-1%
Cn1ccc(NC(=O)c2ccc([N+](=O)[O-])cc2)n1	-2	6%	-4%	-15%	10%	4%	22%	-5%	24%	13%	-3%
COc1ccc([C@H]2CC(=O)C=C(/C=C/c3ccccc3)C2)cc1OC	5	2%	-17%	4%	-1%	7%	?	2%	-16%	4%	0%
CCOC(=O)N1CCN(CC(=O)Nc2cccc(Br)c2)CC1	-3	5%	-12%	-3%	·	1%	-1%	-6%	2%	1%	-6%
CC1=C(C(=O)OCc2ccccc2)C(c2ccc([N+](=O)[O-])cc2)NC(=O)N1CCCC(=O)O (configuration not stated)	0	9%	12%	0%	6%	1%	-14%	-5%	6%	-10%	-1%
COc1ccc(NS(=O)(=O)c2ccc3c(c2)oc(=O)n3C)c(OC)c1	1	0%	21%	-4%	-4%	0%	1%	6%	0%	7%	1%
CC(C)=CCN1CCNC(=O)C1CC(=O)NCc1nc(C)c(C)s1 (configuration not stated)	1	5%	-8%	1%	0%	2%	9%	3%	-15%	-6%	-2%
O=C(O)c1ccccc1/C=N/NC(=S)NC1CCCCC1	1	-1%	-8%	-1%	0%	-10%	0%	?	8%	-2%	-5%
Cn1nc(C(=O)OCC(=O)NCCc2ccccc2)c2ccccc2c1=O	-3	-1%	-9%	1%	0%	-1%	1%	0%	-5%	11%	-8%
C=CCC(C(=O)OC)(C(=O)OC)c1ccccc1[N+](=O)[O-]	-2	-1%	-3%	0%	0%	1%	-7%	0%	0%	-1%	-3%
CCCN1CCN(c2ncnc3c2nnn3Cc2ccccc2)CC1	5	3%	-8%	-1%	10%	7%	-19%	2%	-6%	-1%	-8%
Cn1nnnc1SCc1c(F)cccc1F	-10	3%	-7%	2%	7%	-4%	14%	-9%	-4%	-4%	-1%
O=C(NC(=S)Nc1c(Cl)ccc2nsnc12)c1ccco1	0	0%	-1%	1%	-2%	0%	6%	2%	-22%	23%[46.1 µM]	-2%
